UBC13 inh = inhibitors of human UBC13 polyubiquitin chain formation; TR-FRET; AID 485273; P61088; 330,000 tested, 0.47% active; inhibition, % at 20 µM; in the data active = inhibition above about 45%, passing the limit was not always enough
Target sequence (P61088 whole entry, looked up): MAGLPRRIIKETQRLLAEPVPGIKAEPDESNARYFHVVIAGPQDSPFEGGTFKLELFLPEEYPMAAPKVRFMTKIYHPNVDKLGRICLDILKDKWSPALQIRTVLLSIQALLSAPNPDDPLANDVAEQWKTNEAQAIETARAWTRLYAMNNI
CCR6 antagonist = blocks CCL20-driven beta-arrestin recruitment at human CCR6 | P51684 | CHO-K1 CCR6 PathHunter beta-arrestin, luminescence, CCL20-stimulated | inhibition, % at 20 µM | 340,000 tested, 0.49% active | AID 493098;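 active = compounds whose inhibition of the agonist-driven luminescence signal at 20 µM reaches about 50%, limit read from the data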;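 note: cells stimulated with CCL20 at 14 nM final; plate controls were DMSO with CCL20 for no effect and DMSO without agonist for full effect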
Target sequence (P51684 whole entry, looked up): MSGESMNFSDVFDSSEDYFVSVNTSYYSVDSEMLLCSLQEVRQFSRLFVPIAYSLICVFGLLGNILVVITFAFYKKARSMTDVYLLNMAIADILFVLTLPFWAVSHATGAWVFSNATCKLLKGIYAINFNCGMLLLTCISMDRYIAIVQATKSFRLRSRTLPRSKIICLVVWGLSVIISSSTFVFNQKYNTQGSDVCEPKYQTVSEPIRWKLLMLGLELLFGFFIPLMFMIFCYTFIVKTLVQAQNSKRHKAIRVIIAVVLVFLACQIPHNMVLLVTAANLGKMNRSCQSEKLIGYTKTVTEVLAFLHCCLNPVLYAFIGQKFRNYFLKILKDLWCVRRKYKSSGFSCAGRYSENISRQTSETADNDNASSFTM
Jurkat NFkB inh = inhibitors of the PMA/ionomycin-induced NF-kB reporter in Jurkat cells; PMA/ionomycin-induced NF-kB luciferase reporter, luminescence; 330,000 tested, 0.53% active; inhibition, % at 4 µM; in the data active = inhibition above about 50%
697 NFkB inh = lowers PMA/ionomycin-induced NF-kB signal in 697 B cells; AID 435022; 330,000 tested, 0.33% active; inhibition, % at 4 µM; 697 B-cell NF-kB luciferase reporter, 16 h; in the data active = inhibition above about 35%
APJ antag = blocks the human apelin receptor APJ; P35414; 330,000 tested, 0.32% active; CHO-K1 APJ beta-arrestin complementation, luminescence; inhibition, % at 20 µM;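 active = inhibition above about 40% at 20 µM, limit read from the data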;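 note: cells challenged with 10 nM apelin-13 agonist together with compound; plate controls were apelin-13 plus DMSO wells for no effect and DMSO wells lacking apelin-13 for full effect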
Gli-Sufu block = blocks Gli-Sufu signaling in a luciferase reporter. 340,000 tested, 0.74% active. AID 588413. Sufu-KO-LIGHT fibroblasts, Gli luciferase reporter luminescence. inhibition, % at 5 µM;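 active = inhibition above about 55%, limit read from the data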;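 note: 0% = DMSO-treated cells and 100% = wells with medium but no cells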
EBI2 block = blocks human EBI2 receptor beta-arrestin signaling. P32249. EBI2 beta-arrestin recruitment, luminescence, 7a,25-OHC stimulated. inhibition, % at 5 µM. 360,000 tested, 0.81% active. AID 651636; in the data active = inhibition above about 38%;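 note: enzyme fragment complementation signal reports receptor beta-arrestin coupling in cells; 0% = agonist plus DMSO wells and 100% = wells without agonist; some results beyond the cut were filed as inactive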
CXCR6 block = inhibitors of human CXCR6 receptor; O00574; CHO-K1 PathHunter CXCR6 beta-arrestin, luminescence; inhibition, % at 20 µM; 360,000 tested, 0.36% active; in the data active = inhibition above about 34%, passing the limit was not always enough;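 note: antagonist mode with CXCL16 agonist at 10 nM final; 0% = 10 nM CXCL16 with DMSO and 100% = unstimulated wells without agonist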
The depositor's hits bear a star; . = no result given.

SMILES	UBC13 inh	CCR6 antagonist	Jurkat NFkB inh	697 NFkB inh	APJ antag	Gli-Sufu block	EBI2 block	CXCR6 block
NC(N)=NS(=O)(=O)c1ccc(N/C=C/C(=O)c2ccc(Cl)c(Cl)c2)cc1	3	5	-4	-4	-12	2	4	-14
Cc1c(/C=C(\CC(=O)O)c2nc3ccccc3s2)cc(C#N)n1C	-13	2	-8	-11	10	3	2	8
CCOC(=O)CN1C(=O)Nc2ccc(Br)cc2C1c1ccccc1 (stereo unspecified)	4	8	-1	9	11	-1	2	11
CCCc1cc(=O)n2[nH]c(NCc3ccc(OC)c(OC)c3)nc2n1	-2	8	-2	-1	19	-6	-1	4
NC(=O)C1CCCN(C(=O)CCCNC(=O)c2ccc(Cl)cc2)C1 (stereo unspecified)	1	2	-20	-7	-33	-15	-4	-19
Cc1cccc2c(=O)c(Br)c(C)n(Cc3ccccc3)c12	0	19	-6	2	13	-10	-11	4
CN(C(=O)c1ccccc1C(=O)OCC(=O)c1ccccc1)c1ccccc1	8	14	3	21	1	8	-10	-5
CCOC(=O)N/N=C(/C)c1ccc([N+](=O)[O-])o1	-10	.	-7	28	7	.	-10	-10
N#CCCCSc1nnc(CSc2nc3ccccc3s2)n1-c1ccccc1	2	15	-12	-21	-9	-1	14	-5
O=C(c1ccccc1)N(Cc1ccc(F)cc1)Cc1nc2ccccc2c(=O)[nH]1	-3	12	-9	-9	10	10	4	-3
CN1CCSc2ccc(C(=O)NCc3ccccc3)cc21	9	3	11	0	8	-5	0	-4
O=C(Cc1ccc(Br)cc1)NNC(=O)c1cccs1	-3	3	-12	-15	10	4	2	5
COc1ccc(C(=O)Nc2ccc(-c3cn4ccsc4n3)cc2)cc1S(=O)(=O)N1CCOCC1	1	-6	30	1	-7	31	4	12
CN(C)CCn1c2c(c(SCC(=O)Nc3ccccc3C(F)(F)F)nc1=O)CCCC2	0	-1	6	16	20	5	-10	1
COC(=O)c1cc(NC(=O)c2ccoc2C)cc(C(=O)OC)c1	6	24	9	26	-7	2	6	4
Cc1cccc(C)c1N(CC(=O)N/N=C/c1cc(Br)c(C)o1)S(C)(=O)=O	2	8	-4	-31	-4	-9	4	5
Cc1c(Cl)cccc1NC(=O)CCN1CCN(C)CC1	6	8	11	15	12	-3	2	2
OCc1cn(-c2ccccc2)nc1-c1ccc(Br)cc1	14	1	-45	-59	-5	-29	-3	-7
COc1ccc2c(c1)[nH]c1c(=O)n(Cc3ccco3)cnc12	3	-4	-13	19	-13	-6	-5	-9
NC(=O)[C@@H]1CCCNc2c(I)cc([N+](=O)[O-])cc2C(=O)N[C@@H](CCCN=C(N)N)C(=O)N[C@@H](CCCN=C(N)N)C(=O)N1	34	.	-8	29	7	.	.	.
COc1ccc(C(CNC(=O)c2ccc(Br)o2)N2CCN(C)CC2)cc1 (stereo unspecified)	-5	8	14	10	-61	4	4	-6
COc1ccc(S(=O)(=O)NC2CCSc3ccccc32)cc1OC (stereo unspecified)	2	0	13	15	14	2	2	-5
Cc1cc(C(C2C(=O)CC(C)(C)CC2=O)C2C(=O)CC(C)(C)CC2=O)cc(C)c1OC(F)F	-7	0	7	0	-1	-5	13	13
COc1ccc(C(C)(C)C)cc1NC(=O)COC(=O)CN1C(=O)NC2(CCCCC2C)C1=O (stereo unspecified)	-18	15	-4	-29	-2	1	8	5

Full records as entered above. Order of values: UBC13 inh, CCR6 antagonist, Jurkat NFkB inh, 697 NFkB inh, APJ antag, Gli-Sufu block, EBI2 block, CXCR6 block
Results for COc1ccc(C(C)(C)C)cc1NC(=O)COC(=O)CN1C(=O)NC2(CCCCC2C)C1=O (stereo unspecified) = -18, 15, -4, -29, -2, 1, 8, 5
Results for COc1ccc(S(=O)(=O)NC2CCSc3ccccc32)cc1OC (stereo unspecified) = 2, 0, 13, 15, 14, 2, 2, -5

Later entries:
SMILES	UBC13 inh	CCR6 antagonist	Jurkat NFkB inh	697 NFkB inh	APJ antag	Gli-Sufu block	EBI2 block	CXCR6 block
O=C(Nc1ccc(S(=O)(=O)N2CCCC2)cc1)c1cnccn1	1	1	2	21	-3	3	0	3
C=CCn1c(C(C)NC(=O)c2cccc(C)c2)n[nH]c1=S (stereo unspecified)	4	-13	10	2	4	-8	-19	-2
CN(C)S(=O)(=O)c1cccc(NC(=S)NC2CCCCC2)c1	1	13	-1	-4	10	25	0	-3
COc1cc(CCC(=O)N2CC(C)OC(C)C2)cc(OC)c1OC (stereo unspecified)	4	0	-10	1	-5	-13	-7	2
CN1CCN(S(=O)(=O)c2ccc3ccccc3c2)CC1	2	6	12	15	-7	7	2	-1

In the list so far, these have bromine:
SMILES	UBC13 inh	CCR6 antagonist	Jurkat NFkB inh	697 NFkB inh	APJ antag	Gli-Sufu block	EBI2 block	CXCR6 block
CCOC(=O)CN1C(=O)Nc2ccc(Br)cc2C1c1ccccc1 (stereo unspecified)	4	8	-1	9	11	-1	2	11
Cc1cccc2c(=O)c(Br)c(C)n(Cc3ccccc3)c12	0	19	-6	2	13	-10	-11	4
O=C(Cc1ccc(Br)cc1)NNC(=O)c1cccs1	-3	3	-12	-15	10	4	2	5
Cc1cccc(C)c1N(CC(=O)N/N=C/c1cc(Br)c(C)o1)S(C)(=O)=O	2	8	-4	-31	-4	-9	4	5
OCc1cn(-c2ccccc2)nc1-c1ccc(Br)cc1	14	1	-45	-59	-5	-29	-3	-7
COc1ccc(C(CNC(=O)c2ccc(Br)o2)N2CCN(C)CC2)cc1 (stereo unspecified)	-5	8	14	10	-61	4	4	-6

High-throughput results (PubChem)
